# hcGAS inh: Primary biochemical luminescence assay for human cyclic GMP-AMP synthase inhibitors | recombinant h-cGAS, ATP depletion, Kinase-Glo luminescence | inhibition, % at 12.5 µM | 290,000 compounds, 0.081% hits;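 further: 0% = vehicle reaction and 100% = reaction without DNA for no activity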
# Target sequence (Q8N884 whole entry, looked up): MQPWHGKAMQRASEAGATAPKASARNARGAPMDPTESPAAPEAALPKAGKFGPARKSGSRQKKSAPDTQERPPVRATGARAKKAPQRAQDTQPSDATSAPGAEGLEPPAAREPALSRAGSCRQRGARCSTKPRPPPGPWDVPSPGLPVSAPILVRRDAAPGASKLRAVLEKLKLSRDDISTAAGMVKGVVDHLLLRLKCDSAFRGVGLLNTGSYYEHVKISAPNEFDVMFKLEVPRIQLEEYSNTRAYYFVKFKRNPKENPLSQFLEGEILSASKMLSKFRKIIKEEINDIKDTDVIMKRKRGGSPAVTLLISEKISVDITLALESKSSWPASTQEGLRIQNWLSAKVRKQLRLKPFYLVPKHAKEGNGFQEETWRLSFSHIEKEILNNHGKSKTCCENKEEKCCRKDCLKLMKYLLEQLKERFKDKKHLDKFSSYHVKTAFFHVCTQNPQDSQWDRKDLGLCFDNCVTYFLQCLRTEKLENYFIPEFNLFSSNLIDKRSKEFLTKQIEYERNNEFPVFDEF
# mcGAS inh: cyclic GMP-AMP synthase inhibitors, mouse, primary biochemical chemiluminescence | Q8C6L5 | recombinant cGAS, Kinase-Glo ATP depletion luminescence | inhibition, % at 12.5 µM | 160,000 compounds, 0.15% hits;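 further: 0% = negative control wells and 100% = reference inhibitor with no enzyme activity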
# NPYLR7 ag: agonists of mosquito NPYLR7 receptor, primary screen, cell-based, Aedes aegypti, calcium fluorescence, mosquito biting behavior; HEK293T NPYLR7/Galpha15, GCaMP6s calcium fluorescence; activation, % at 10 µM; 270,000 compounds, 0.15% hits; AID 1259423, 2018; in the data active means activation above about 40%;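 further: 0% = vehicle and 100% = reference agonist at the receptor; some compounds past the cut are filed as inactive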
# Starred values were filed as active, the others as inactive; . = not tested or not shown; & = joins results of further samples. Unless noted, no stated cut-off is given here; in the data, active means inhibition above about 40%; inactive means the rest.
SMILES,hcGAS inh,mcGAS inh,NPYLR7 ag
CC(C(=O)N(C)C1CCCCC1)N1CCN(S(=O)(=O)c2ccc(Br)cc2)CC1 (configuration not stated),-1,-7,11
CC1(C)C2CCC1(C)C(NC1=NCCC1)C2 (configuration not stated),-5,.,3
COc1ccccc1-n1ncc2c(C)nnc(SCC(=O)Nc3ccc(Cl)cc3)c21,-1,-8,-5
COc1cn(CC(=O)Nc2cc(C)ccc2C)c(CN2CCCCC2)cc1=O,-6,-8,-3
Cc1nc(SCc2ccc(C(=O)O)cc2)nc(N(C)Cc2ccccc2)c1C,-2,-4,10
CCOC(=O)c1c(NC(=O)C23CC4CC(CC(C4)C2)C3)sc(C(=O)Nc2ccccc2C)c1C,-1,-3,2
COc1cc(/C=C2/C(=O)N(c3ccc(Cl)c(Cl)c3)N=C2C)ccc1OCC#N,2,0,5
O=C1NCC(=O)N2CCN(C(=O)CCc3ccc4c(c3)OCO4)CC12 (configuration not stated),-5,-9,.
O/N=C1/CSCc2ccccc21,18,.,-11
COc1ccccc1-c1cc(C(=O)Nc2ccc(F)cc2)nc2cc(C(C)(C)C)nn12,-7&-1,-9&-5,-6&18
O=c1[nH]c2ccc(S(=O)(=O)N3CCC4(CCCO4)CC3)cc2o1,-6,-10,6
Cc1cc(C)c(S(=O)(=O)N(CC(=O)N(Cc2ccc(F)cc2)Cc2cccs2)C2CCCCC2)c(C)c1,-1,-4,2
CC(C)Oc1ccc(NS(=O)(=O)CC(=O)N(C)C2CCCC2)cc1,-5,.,8
Cc1cc(NC(=O)CSc2nc3[nH]ncc3c(=O)[nH]2)no1,-3,.,10
CC1NCCN(c2ccc(-c3ccccc3)cc2)C1=O (configuration not stated),-7,.,2
CC(=O)NC(c1ccccc1)c1nc(/C=C/c2ccccc2)cs1 (configuration not stated),-6,.,8
CC(=O)Nc1c2ccccc2n2c(C)nc3c4ccccc4[nH]c3c12,-1,.,-2
COc1ccc(-c2ccccc2NC(=O)C2CCCN(Cc3cnc(C)s3)C2)cc1 (configuration not stated),-4,.,1
Cc1ncc(CNCC(C)N(C)C2CC2)n1-c1ccccc1 (configuration not stated),-7,.,5
CO[C@H]1[C@H](NC(=O)c2ccco2)c2ccccc2C12CCN(Cc1[nH]c3c(C)cccc3c1C)CC2,-4,-7,24
COc1ccc2nc(SCC(=O)NCCc3ccc4c(c3)OCCO4)[nH]c2c1,-4,.,8
COCCC1(C(=O)O)CCCN(c2ccc(-c3ccccc3)nn2)C1 (configuration not stated),-5,.,4
COc1ccc(-c2csc(-n3[nH]c(C)c(N=Nc4ccccc4)c3=O)n2)cc1,4,1,-3
CCOc1ccc2c(c1)[n+](=O)c(C(C)=O)c(C)n2[O-],-8,.,9
Cc1cnc(NC2CCN(CC3CCCO3)CC2)nc1N(C)C (configuration not stated),1,-1,-4
Cc1cc(C)c(C)c(OCCCNC(=O)N2CCN(S(=O)(=O)c3ccc([N+](=O)[O-])cc3)CC2)c1,-7,-5,14
Cc1ccc(F)c(C(=O)NCC(C)(C)CN(C)C(=O)c2cc(C)ccc2F)c1,-5,-12,37
COc1ccc(NC(=O)Nc2ccc(Nc3ccc(-n4nc(C)c(C)c4C)nn3)cc2)cc1,-2,-5,-4
COc1ccc(CCOC(=O)[C@@H]2CCCN2C(=O)CCCCC2CCSS2)cc1OC (some centres not stated),-10,-4,-6
COCCS(=O)(=O)NCCc1c[nH]c2cccc(C)c12,-7,.,-3
O=c1cnnc(N/N=C\C=C\c2ccccc2)[nH]1,-2,.,-8
COc1ccc(-c2csc(=Nc3cc(OC)cc(OC)c3)n2-c2ccccc2Oc2ccccc2)cc1,-5,-2,-4
Cc1ccc(C(=O)Cc2nnn(-c3ccccc3)n2)cc1,14,.,-2
Nc1ccc(O)c2ccccc12,0,-3,-4
CCCc1c(C(=O)O)cnn1-c1ccc(F)cc1,0,.,-7
Cc1sc2nc(C(C)OC(=O)CCCN3C(=O)NC4(CCCC4)C3=O)[nH]c(=O)c2c1C (configuration not stated),-7,.,8

# Three records drawn at random from the list so far:
SMILES,hcGAS inh,mcGAS inh,NPYLR7 ag
Cc1ccc(C(=O)Cc2nnn(-c3ccccc3)n2)cc1,14,.,-2
O=c1cnnc(N/N=C\C=C\c2ccccc2)[nH]1,-2,.,-8
COc1ccc(-c2csc(=Nc3cc(OC)cc(OC)c3)n2-c2ccccc2Oc2ccccc2)cc1,-5,-2,-4

# The results go on.
SMILES,hcGAS inh,mcGAS inh,NPYLR7 ag
O=C(NC1CC1)c1ccc(N2CCC(C(O)c3ccccc3)CC2)nc1 (configuration not stated),-2,.,-13
COc1ccc(-n2c(SCCC(N)=O)nc3ccccc32)cc1,-7,.,8
CCN1CCN(c2nc3c(c(=O)n(C)c(=O)n3C)n2CCSc2nc3ccccc3s2)CC1,3,.,-2
C=CCN(CC(=O)N1N=C(c2cc(C)ccc2C)CC1c1cccc(F)c1)C1CCCC1 (configuration not stated),-1,8,-8
CSc1ncc(CN2CCC(n3nccc3NC(=O)Cc3ccccc3)CC2)cn1,-6,-5,-7
CCCSc1ncc(CO)n1Cc1ccc(C)cc1,-5,-2,16
O=C(CSc1nnnn1-c1cccc(F)c1)NCc1ccccc1,15,2,-4
CC(NC(=O)CSc1nnc(NC2CC2)s1)c1ccco1 (configuration not stated),-7,.,13
Cc1noc(C(C)C)c1C(=O)NC1CCCCCCC1,2,.,-2
CC(C)c1cccc(Nc2cc(C3(C(=O)NCc4cccnc4)CC3)ccn2)c1,-3,-4,-15
CCN(C(=O)C(C)Sc1nnc(-c2ccncc2)n1C)C1CCCCC1 (configuration not stated),-5,.,5
CN(CC1CCN(CCc2ccc(F)cc2)CC1)C(=O)c1n[nH]c2ccccc12,5,-4,-2
CC(=O)Nc1scc(-c2cccs2)c1C(=O)OCC(=O)NC(C)C,-8,.,1
O=C(O)C1CC(=O)N(CCc2ccccc2)C(=Nc2ccccc2)S1 (configuration not stated),0,0,-3
CCCc1[nH]n(-c2ccc(Cl)c(Cl)c2)c(=O)c1C1=C(N2CCC(C)CC2)C(=O)N(Cc2ccco2)C1=O,-11,-9,13
O=C1NCCN(Cc2ccoc2)C1CC(=O)N1CCN(Cc2cccs2)CC1 (configuration not stated),-4,-8,17
O=C(Cc1cccs1)N1CCCN(c2nc(Cc3ccccc3)nc3onc(-c4ccccc4)c23)CC1,-4,-2,4
COc1cc(-c2cnc3ccc(NCc4ccc(C)cc4C)nn23)cc(OC)c1OC,-3,-2,-2
Clc1ccc(Cc2nc(CSc3nc(-c4ccccc4)cs3)cs2)cc1Cl,2,1,-1
Nc1nccnc1C(=O)OCc1cc(=O)n2ccsc2n1,-2,.,9
COCCCNC(=O)c1sc2nc(-c3ccccc3)cn2c1C,-7,-8,3
O=C(NC1CCN(c2ccccc2C(=O)NCC2CCCCC2)CC1)c1ccccc1Cl,0,2,2
O=C(CN1CCN(C(=O)c2ccco2)CC1)Nc1ccc(Cl)cn1,-4,.,-6
COc1cc(Br)cc(CNCCc2ccccn2)c1O,-5,.,1
COc1cccc(C=NC(C)c2sc(C)nc2C)c1O (configuration not stated),-6,.,8
CCCCCCNC(=O)c1ccc(CSc2nc(Cl)cc(N3CCCCC3)n2)cc1,-5,-4,13
COc1ccc2c(c1)C(C)(Cc1ccc(Cl)c(Cl)c1)C(=O)N2 (configuration not stated),-1,-2,4
CCSC1CCCCC1Nc1ncc(S(N)(=O)=O)s1 (configuration not stated),-3,.,1
CCOc1cc(Br)ccc1S(=O)(=O)N1CCC(C(N)=O)CC1,-5,-7,7
Cn1c2ccccc2n2nc3nc[nH]c(=O)c3c12,-5,-2,10
NCCc1nc(N2CCC[C@@H]2CO)c2ccccc2n1,-6,.,6
Cc1nc(C(C)C)ncc1C(=O)NC(C)c1nncn1C(C)C (configuration not stated),-6,.,6
CN1C(=O)CN(CC(=O)N2CCC(N)CC2)C(=O)c2ccccc21,-9,-16,13
Cc1ccc(CN(CCN2CCOCC2)CC(O)COCc2ccco2)o1 (configuration not stated),-7,-6,1
CCN1CCN(CCCNC(=O)C(=O)c2c(C)n(C)c3ccccc23)CC1,-4,-6,19
O=C(Nc1nc2c(s1)CCCC2)c1ccc2c(c1)OCO2,-8,-5,6
CC(C)c1csc(CN2CCOC(CCNS(C)(=O)=O)C2)n1 (configuration not stated),1,-15,.
CCCCS(=O)(=O)N1CC(=O)N(Cc2ccc(C)cc2)CC(O)C1 (configuration not stated),-4,-5,27
Cc1nn2c(C(F)(F)F)cc(-c3ccc(Cl)cc3)nc2c1C(=O)N1CCCCCC1,1,3,-6
C[C@@H]1CN(C(=O)C(C)(C)Oc2ccc(CCNC(=O)c3ccc(Cl)cc3)cc2)C[C@H](C)O1,-4,-3,-3
Cn1c(SCC(=O)Nc2cccc3ccccc23)nc2c(c1=O)SCC2,-12,-7,1
Cc1ccc(-c2ccc(CCC(=O)NC3CCCc4ccccc43)n2-c2ccc(CC#N)cc2)c(C)c1 (configuration not stated),-2,-5,30
CC(CC(=O)N(Cc1ccco1)C(C)c1nc2ccccc2c(=O)n1-c1ccc(Br)cc1)CC(C)(C)C (configuration not stated),-10,-7,.
CCCC(=O)N1CCN(c2oc(-c3ccc(COc4ccccc4C)o3)nc2C#N)CC1,-6,-7,0
CCN(CC)C(=O)C1CCCN(C(=O)Cn2nnnc2CN2CCCCCC2)C1 (configuration not stated),-3,.,6
CC(C)n1nccc1C(=O)N1CCC2(CC1)OCCCC2O (configuration not stated),-5,-4,.
Cc1ccc(Cl)cc1-n1c(SCc2ccc(F)cc2)nnc1C(Cc1ccccc1)NC(=O)COCc1ccccc1 (configuration not stated),0,-4,19
Cc1cn2c3c(=O)n(CCN4CCOCC4)c(=O)n(C)c3nc2n1-c1ccc(Cl)cc1,3,.,0
CN(CC(=O)NC1CCCCNC1=O)CC12CC3CC(CC(C3)C1)C2 (configuration not stated),-4,-9,4
CCCCN(Cc1cccn1Cc1ccccc1C)C(=O)Nc1ccc(C#N)cc1,-5,-5,16

# By substructure, the compounds so far with an aryl thioether with sulfur outside any ring
SMILES,hcGAS inh,mcGAS inh,NPYLR7 ag
COc1ccccc1-n1ncc2c(C)nnc(SCC(=O)Nc3ccc(Cl)cc3)c21,-1,-8,-5
Cc1nc(SCc2ccc(C(=O)O)cc2)nc(N(C)Cc2ccccc2)c1C,-2,-4,10
Cc1cc(NC(=O)CSc2nc3[nH]ncc3c(=O)[nH]2)no1,-3,.,10
COc1ccc2nc(SCC(=O)NCCc3ccc4c(c3)OCCO4)[nH]c2c1,-4,.,8
COc1ccc(-n2c(SCCC(N)=O)nc3ccccc32)cc1,-7,.,8
CCN1CCN(c2nc3c(c(=O)n(C)c(=O)n3C)n2CCSc2nc3ccccc3s2)CC1,3,.,-2
CSc1ncc(CN2CCC(n3nccc3NC(=O)Cc3ccccc3)CC2)cn1,-6,-5,-7
CCCSc1ncc(CO)n1Cc1ccc(C)cc1,-5,-2,16
O=C(CSc1nnnn1-c1cccc(F)c1)NCc1ccccc1,15,2,-4
CC(NC(=O)CSc1nnc(NC2CC2)s1)c1ccco1 (configuration not stated),-7,.,13
CCN(C(=O)C(C)Sc1nnc(-c2ccncc2)n1C)C1CCCCC1 (configuration not stated),-5,.,5
Clc1ccc(Cc2nc(CSc3nc(-c4ccccc4)cs3)cs2)cc1Cl,2,1,-1
CCCCCCNC(=O)c1ccc(CSc2nc(Cl)cc(N3CCCCC3)n2)cc1,-5,-4,13
Cn1c(SCC(=O)Nc2cccc3ccccc23)nc2c(c1=O)SCC2,-12,-7,1
Cc1ccc(Cl)cc1-n1c(SCc2ccc(F)cc2)nnc1C(Cc1ccccc1)NC(=O)COCc1ccccc1 (configuration not stated),0,-4,19

# Screening results: PubChem BioAssay, Fisher Drug Discovery Resource Center
